Screening results from PubChem.
CHT PAM: CHT positive allosteric modulators, primary screen, cell-based, membrane potential dye, choline EC20; High affinity choline transporter 1 (Homo sapiens), Q9GZV3; AID 488977, 2010; CHT-expressing cells; active compounds read high; LV-AA mutant CHT in HEK293 cells; B-score at 10 µM; 310,000 compounds, 0.49% hits;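 active = initial fluorescence not abnormally high and integrated response B-score, plate-corrected, over 3 SD above library mean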
Target sequence (Q9GZV3 whole entry, looked up): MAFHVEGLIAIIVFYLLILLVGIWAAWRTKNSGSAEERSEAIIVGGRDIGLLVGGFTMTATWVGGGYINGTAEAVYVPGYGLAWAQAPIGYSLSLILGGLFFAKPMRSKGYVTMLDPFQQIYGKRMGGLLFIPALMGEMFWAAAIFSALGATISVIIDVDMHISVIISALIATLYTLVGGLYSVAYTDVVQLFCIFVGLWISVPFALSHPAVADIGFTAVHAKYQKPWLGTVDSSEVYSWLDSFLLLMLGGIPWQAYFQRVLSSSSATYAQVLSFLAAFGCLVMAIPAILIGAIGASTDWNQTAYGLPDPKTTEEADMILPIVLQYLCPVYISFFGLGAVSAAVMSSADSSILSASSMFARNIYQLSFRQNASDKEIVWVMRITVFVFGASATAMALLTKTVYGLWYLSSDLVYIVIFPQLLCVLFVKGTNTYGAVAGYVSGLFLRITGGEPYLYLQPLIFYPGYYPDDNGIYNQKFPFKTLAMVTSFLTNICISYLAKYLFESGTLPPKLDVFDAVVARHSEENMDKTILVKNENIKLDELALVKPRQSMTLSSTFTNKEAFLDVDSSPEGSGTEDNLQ
STK33 kinase inh: inhibitors of purified STK33 kinase, primary screen, biochemical, ADP-Glo luminescence, homogeneous, cell-free. AID 2661, 2010. 320,000 compounds, 0.073% hits. Serine/threonine-protein kinase 33 (Homo sapiens), Q9BYT3. inhibition, % at 10 µM. MBP phosphorylation;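 active = inhibition at or above 25%, using the most active replicate where run in duplicate; inactive = inhibition below 25%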
Target sequence (Q9BYT3 whole entry, looked up): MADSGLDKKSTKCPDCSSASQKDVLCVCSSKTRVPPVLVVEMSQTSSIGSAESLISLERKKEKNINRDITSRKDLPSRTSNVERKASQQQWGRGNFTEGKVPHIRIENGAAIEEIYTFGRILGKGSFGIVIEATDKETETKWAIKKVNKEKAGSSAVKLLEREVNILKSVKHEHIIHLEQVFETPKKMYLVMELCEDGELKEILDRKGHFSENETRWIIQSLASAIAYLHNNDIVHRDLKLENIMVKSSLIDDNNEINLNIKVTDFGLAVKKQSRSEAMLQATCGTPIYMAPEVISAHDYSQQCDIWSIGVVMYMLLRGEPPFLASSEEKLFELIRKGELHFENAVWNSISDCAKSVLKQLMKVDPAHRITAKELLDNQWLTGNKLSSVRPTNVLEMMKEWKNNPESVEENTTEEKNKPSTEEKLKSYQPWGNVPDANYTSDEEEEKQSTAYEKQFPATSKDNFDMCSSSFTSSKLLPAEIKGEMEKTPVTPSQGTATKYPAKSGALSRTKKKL
CHT block: inhibitors of human choline transporter CHT. AID 488975, 2010. High affinity choline transporter 1 (Homo sapiens), Q9GZV3. 310,000 compounds, 0.86% hits. B-score at 10 µM. CHT-expressing cells, membrane potential dye, choline response; active compounds read low;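 active = B-score over 3 SD under the library average, and starting fluorescence ratio not unusually high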;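 also: choline stimulus applied at its EC90 after an EC20 pre-addition; B-score computed on integrated fluorescence ratio after choline addition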
Numbers without * were called inactive; i = inactive; . = not tested or not shown.

No.	SMILES	CHT PAM	STK33 kinase inh	CHT block
1	COc1cc(N2CCCC2)c(OC)cc1/C=C(/C#N)c1ccc(Br)cc1	i	0.0	i
2	Cn1c(=O)c(C(=O)Nc2ccccc2S(N)(=O)=O)c(O)c2ccccc21	i	0.8	i
3	COc1cc(CNCCO)ccc1OCC(=O)Nc1ccc(Br)cc1	i	0.7	i
4	N#Cc1ccccc1Cn1c(-c2cscn2)nc2ccccc21	i	-0.3	i
5	Cc1ccccc1N1C(=O)c2ccccc2NC1c1ccncc1 (stereo not drawn)	i	0.4	i
6	O=C(c1ccco1)N(Cc1cccc([N+](=O)[O-])c1)c1ccc(Br)cc1	i	0.6	i
7	O=C(Nc1ccc(S(=O)(=O)NCc2ccccc2)cc1)c1ccccc1[N+](=O)[O-]	i	-1.5	i
8	COc1cc(CCC(=O)OCC(=O)NC(=O)c2ccc(Cl)cc2)cc(OC)c1OC	i	-1.1	i

No.	SMILES	CHT PAM	STK33 kinase inh	CHT block
9	CC(C)c1ccc2c(c1)[C@H]1OCC[C@H]1[C@@H](c1cccs1)N2	i	-0.3	i
10	CCCC1C(C#N)=C(N)Oc2cc(C)n(C)c(=O)c21 (stereo not drawn)	i	-1.0	i
11	CN(C(=O)CCN1C(=O)C2C3C=CC(C3)C2C1=O)c1ccccc1 (stereo not drawn)	i	-1.5	i
12	O=Nc1ccc(O)c2ncccc12	i	-0.2	i
13	COC(=O)C1=C(CCc2ccccc2)NC(=O)NC1c1ccc(Cl)cc1 (stereo not drawn)	i	1.7	i
14	Cc1ccc(S(=O)(=O)Nc2ccc(O)c(Sc3ncn[nH]3)c2)cc1	i	5.3	i
15	Cc1ccc(NS(=O)(=O)c2cccs2)nc1	i	0.1	i
16	CCOC(=O)c1ccc(Oc2nc(NC)nc(OC)n2)cc1	i	1.4	i

No.	SMILES	CHT PAM	STK33 kinase inh	CHT block
17	CC(C)N(C1=N/C(=C\c2ccco2)C(=O)N1c1ccccc1)C(C)C	i	0.8	i
18	CCn1c(CNC(=O)c2ccco2)nnc1SCC(=O)Nc1ccc(Br)cc1F	i	-2.3	i
19	CCOC(=O)N1CCN(C(=O)c2ccc3c(=O)n(CC4CCCO4)c(=S)[nH]c3c2)CC1 (stereo not drawn)	i	-2.7	i
20	Nc1nonc1C(=O)NCCNc1ncccc1[N+](=O)[O-]	i	-1.0	i
21	O=[N+]([O-])c1ccc(S(=O)(=O)N/N=C/c2ccc3c(c2)OCO3)cc1	i	-0.8	i
22	CCN1CCCC1CNC(=S)Nc1ccc(C(C)=O)cc1 (stereo not drawn)	i	-0.2	i
23	Cc1cccn2c(=O)c3cc(C(=O)NCC4CCCO4)c(=N)n(CCN4CCOCC4)c3nc12 (stereo not drawn)	i	-2.7	i
24	Cc1ccc(-c2noc(CCC(=O)NCc3ccc4c(c3)OCO4)n2)cc1	i	-1.6	i

No.	SMILES	CHT PAM	STK33 kinase inh	CHT block
25	COc1ccc(C2=NN(c3nc(-c4ccccc4)c(CC(=O)O)s3)C(c3ccco3)C2)cc1 (stereo not drawn)	i	-0.8	i
26	COc1ccc(C(=O)c2ccc(CC#N)s2)cc1	i	-0.8	i
27	O=C(CN1CCCCC1)Nc1cccc2c1OCO2	i	-3.2	i
28	CC(C)=CCN1CCN(Cc2cc(F)ccc2-n2nc(C)cc2C)CC1CCO (stereo not drawn)	i	-0.7	i
29	COC(=O)c1c(C)oc2ccc(N(C(=O)c3ccncc3)S(=O)(=O)c3ccccc3)cc12	i	-1.2	i
30	CCSc1nnc(-c2c[nH]c3ccccc23)o1	i	-2.9	i
31	O=C(COC(=O)/C=C/c1cccc(F)c1)Nc1ccc2[nH]c(=O)[nH]c2c1	i	-0.8	i
32	COc1ccc(CNC(=O)COC(=O)C2=COCCO2)cc1	i	-0.7	i

No.	SMILES	CHT PAM	STK33 kinase inh	CHT block
33	CC(=O)c1cccc(-n2nnnc2SCC(=O)NNC(=O)C(C)C)c1	i	0.3	i
34	COc1ccc(CN2CCN(Cc3cccn3-c3ncccn3)CC2CCO)c(C)c1C (stereo not drawn)	i	1.2	i
35	C=CCn1c(COc2ccc(CC)cc2)nnc1SCC(=O)NC1CCS(=O)(=O)C1 (stereo not drawn)	i	-2.1	i
36	Cc1cc(C(=O)NC2CCCc3c2cnn3-c2cc(F)cc(F)c2)nn1C (stereo not drawn)	i	-0.6	i
37	COCCn1c(-c2ccc(F)cc2)nc2oc3cc(OC)ccc3c(=O)c2c1=O	i	-8.3	i
38	CC1CC(C)CN(C(=O)Nc2ccc(Br)cc2)C1 (stereo not drawn)	i	0.2	i
39	CC(=O)c1c(C(C)=O)c(C)n(NC(=O)c2ccccc2O)c1C	i	-2.0	i
40	CCN(CC)CCC(=O)NC(C)(C)Cc1ccc(O)cc1	i	-0.8	i

No.	SMILES	CHT PAM	STK33 kinase inh	CHT block
41	CCOC(=O)CN1CC23C=CC(O2)C(C(=O)NC2CCCCCC2)C3C1=O (stereo not drawn)	i	0.1	i
42	O=C(NC(Cc1c[nH]c2ccccc12)C(=O)NCc1ccc(F)cc1)OCc1ccccc1 (stereo not drawn)	i	-1.5	i
43	COc1ccc(NC(=O)CN2CCN(c3ccc(F)cc3)CC2)cc1	i	-0.3	i
44	CCCCC(CC)CNC(=O)C(Cc1ccccc1)NS(=O)(=O)c1ccc2c(c1)CCC(=O)N2 (stereo not drawn)	i	0.4	i
45	Cc1nnc2n(-c3ccccc3)c(=O)c3c4c(sc3n12)CC(C)CC4 (stereo not drawn)	i	1.3	i
46	Cc1cc(C)n2nc(SCC(=O)N(CC(C)C)c3c(N)n(CC(C)C)c(=O)[nH]c3=O)nc2n1	i	-0.4	i
47	Cc1nc2c(C(=O)NCCC3=CCCCC3)c[nH]n2c(=O)c1Cl	i	0.8	i
48	CCc1ccc(CN2CCN(C(=O)c3ccco3)CC2)cc1	i	-0.8	i

No.	SMILES	CHT PAM	STK33 kinase inh	CHT block
49	COC(=O)NNC(=O)c1ccccc1OC	i	-2.6	i
50	O=C(c1cccnc1)N1c2ccccc2Sc2ccccc21	i	0.7	i
51	Cc1cc(C)n(-c2nc3ccccc3c3nc(C)nn23)n1	i	-1.8	i
52	O=C(CNCc1ccco1)Nc1ccccc1-n1cccc1	i	-2.8	i
53	CC(C)Cc1ccc(CN2CCCC(NC(=O)CCN3CCOCC3)C2)cc1 (stereo not drawn)	i	-1.6	i
54	CCCn1nnc2sc3c(c2c1=O)CCC(C)C3 (stereo not drawn)	i	-2.1	i
55	O=C(Cc1cccc2ccccc12)N1CCCc2ccccc21	i	1.3	i
56	COc1ccc(C(=O)SC2=NCCS2)cc1	i	-0.4	i

No.	SMILES	CHT PAM	STK33 kinase inh	CHT block
57	Cc1ccc(N2C(=O)N3[C@H](c4ccc(Cl)cc4)[C@@H]4C(=O)N(C5CCCCC5)C(=O)[C@@H]4[C@]3(Cc3ccccc3)C2=O)cc1	i	-0.3	i
58	CN1CCc2nc(SCC(=O)Nc3ccc(F)cc3)c(C#N)cc2C1	i	1.6	i
59	COc1ccccc1NC(=O)c1c(N=Cc2ccccc2O)cnn1C	i	0.0	i
60	O=C(CN1CCCCC1)NNC(=O)c1cccc(Br)c1	i	-0.8	i
61	Cc1ccccc1NC(=O)c1c(C)[nH]c(=S)c(C#N)c1-c1ccco1	i	-3.4	i
62	CC(=O)Nc1ccc(S(=O)(=O)N2CCN=C2SCc2cccnc2)cc1	i	0.0	i
63	COc1ccc(S(=O)(=O)N2CCN(C)CC2)c2ccccc12	i	1.4	i
64	Cc1ccc(C(=O)N/C(=C\c2sccc2C)C(=O)NCc2ccncc2)cc1	i	.	i

No.	SMILES	CHT PAM	STK33 kinase inh	CHT block
65	CC(=O)c1cccc(NC(=O)CN(C)Cc2ccc(OC(F)F)cc2)c1	i	2.3	i
66	COc1ccc(N2CCN(Cc3nc(N)nc(Nc4ccc(C)c(Cl)c4)n3)CC2)cc1	i	-1.1	i
67	Cc1ccccc1C(=O)Nc1ccnn1C1CCN(Cc2ccccn2)CC1	i	-0.7	i
68	Cc1cc(C2N=C(N)Nc3nc4ccccc4n32)c(C)n1-c1ccccc1Cl (stereo not drawn)	i	-0.5	i
69	CCOC(=O)C(C(=O)OCC)C(Nc1ccc(Br)cc1)c1ccccc1 (stereo not drawn)	i	-0.7	i
70	Cc1ccc(OCC(=O)NCCNC(=O)c2cccnc2)cc1C	i	-1.6	i
71	CCC(=O)OCCNc1nc(-c2ccccc2)nc2ccccc12	i	-0.1	i
72	COc1cc(-n2c(C)nc3cc(C(=O)O)ccc32)cc(OC)c1OC	i	0.0	i

No.	SMILES	CHT PAM	STK33 kinase inh	CHT block
73	CN(C)c1cccc(C(=O)Nc2nnc(Cc3ccccc3)s2)c1	i	-0.2	i
74	CCC(C)[C@H](NC(=O)Nc1ccc(S(N)(=O)=O)cc1)C(=O)OC (stereo partly drawn)	i	-0.1	i
75	CSc1ncccc1C(=O)Nc1ccc(S(=O)(=O)Nc2nccs2)cc1	i	0.7	i
76	COc1c2c(nc3occc13)C(CCC(C)(C)O)(OC)C(O)CC2 (stereo not drawn)	i	0.4	i
77	N#C/C(=N\O)c1nc2ccccc2s1	i	0.7	i
78	CC(NC(=O)COC(=O)COc1cccc2c1OC(C)(C)C2)c1ccccc1 (stereo not drawn)	i	0.4	i
79	O=C(Nc1ccc2oc(-c3ccccc3F)nc2c1)c1cncc(Br)c1	i	-1.7	i
80	COc1ccc(OC)c(NC(=O)CSC2=NN3CCCC(=O)N=C3S2)c1	i	3.3	i

No.	SMILES	CHT PAM	STK33 kinase inh	CHT block
81	Cc1cc(C)n(-c2nc3ccccc3nc2N2CCCCCC2)n1	i	-2.1	i
82	O=C(c1cc(=O)[nH]c2ccccc12)N1CC=C(c2ccccc2)CC1	i	.	i
83	O=C(CN1CCC(NC(=O)c2ccccc2Cl)CC1)NCc1ccco1	i	-1.5	i
84	C(=N\N1CCOCC1)/c1cn(-c2ccccc2)nc1-c1ccccc1	i	-0.8	i
85	Cc1ccc(S(=O)(=O)Nc2nc3ccccc3s2)cc1	i	-0.7	i
86	CCCCCNC(=O)c1ccc2c(=O)n(CCOC)c(=O)[nH]c2c1	i	0.4	i
87	CC(=O)c1cccc(NC(=O)NC2CC(=O)N(c3ccc4c(c3)OCCO4)C2)c1 (stereo not drawn)	i	-0.3	i
88	Cc1cccc(NC(=O)c2sccc2-n2cccc2)c1C	i	-1.1	i

By substructure: those above with a thiophene ring, fused or not
No.	SMILES	CHT PAM	STK33 kinase inh	CHT block
9	CC(C)c1ccc2c(c1)[C@H]1OCC[C@H]1[C@@H](c1cccs1)N2	i	-0.3	i
15	Cc1ccc(NS(=O)(=O)c2cccs2)nc1	i	0.1	i
26	COc1ccc(C(=O)c2ccc(CC#N)s2)cc1	i	-0.8	i
45	Cc1nnc2n(-c3ccccc3)c(=O)c3c4c(sc3n12)CC(C)CC4 (stereo not drawn)	i	1.3	i
54	CCCn1nnc2sc3c(c2c1=O)CCC(C)C3 (stereo not drawn)	i	-2.1	i
64	Cc1ccc(C(=O)N/C(=C\c2sccc2C)C(=O)NCc2ccncc2)cc1	i	.	i
88	Cc1cccc(NC(=O)c2sccc2-n2cccc2)c1C	i	-1.1	i

New compounds follow:
No.	SMILES	CHT PAM	STK33 kinase inh	CHT block
89	COc1ccc(N2CCN(C(=O)CSc3nnc4nc(C)cc(C)n34)CC2)cc1	i	0.9	i
90	COc1ccc(-c2onc3ccc(Cl)cc23)cc1	i	0.3	i
91	CC1CCCN(CC(=O)Nc2ccc(S(=O)(=O)N3CCCCCC3)cc2)C1 (stereo not drawn)	i	-1.2	i
92	O=C(c1ccco1)N1CCN(c2c([N+](=O)[O-])nn(-c3ccc(Cl)cc3)[n+]2[O-])CC1	i	-1.1	i
93	CCOC(=O)/C=C1\Nc2ccccc2SC1=O	i	-0.7	i
94	COc1ccc(CCNC(=O)CNC(=O)c2ccco2)cc1	i	0.8	i
95	COc1ccccc1NC(=O)CCCN1C(=O)C2CC=CCC2C1=O (stereo not drawn)	i	-2.2	i
96	Cc1cc(NC(=O)CSc2nc(-c3ccco3)cc(C(F)(F)F)n2)n(-c2ccccc2)n1	i	-2.0	i

No.	SMILES	CHT PAM	STK33 kinase inh	CHT block
97	CC(=O)N1CCc2cc(C(=O)CN3CCN(c4ccccc4F)CC3)ccc21	i	-1.2	i
98	COc1cc(NC(=S)N2CCN(S(C)(=O)=O)CC2)cc(OC)c1	i	0.8	i
99	COc1cc(/C=N\NC(=O)c2ccc(C)nc2)ccc1OC(=O)c1ccco1	i	-1.0	i
100	Cc1ccc(NC(=O)C2CCN(S(=O)(=O)c3ccccc3)CC2)cc1	i	-0.1	i
101	CCOc1cc(C2NC(=O)NC(C)=C2C(=O)OC(C)CC)cc(Br)c1O (stereo not drawn)	i	0.1	i
102	CC1CN(c2ccc([N+](=O)[O-])cc2F)CCN1C(=O)c1ccco1 (stereo not drawn)	i	0.1	i
103	CC1(C)OC(=O)C(=CNc2ncccn2)C(=O)O1	i	-1.6	i
104	COn1c(SCc2ccccc2)nc2ccccc2c1=O	i	-0.7	i
105	Cc1cc(NC(=O)CSc2nc(C(C)(C)C)nc3ccccc23)no1	i	-1.1	i
106	Cc1cccc(N2C(=O)CC(n3ccnc3)C2=O)c1C (stereo not drawn)	i	-2.9	i
107	O=C(C[n+]1cnn(CC(=O)c2ccc(Cl)cc2Cl)c1)c1ccc([N+](=O)[O-])cc1	i	0.6	i

2 compounds drawn at random from those above:
No.	SMILES	CHT PAM	STK33 kinase inh	CHT block
99	COc1cc(/C=N\NC(=O)c2ccc(C)nc2)ccc1OC(=O)c1ccco1	i	-1.0	i
98	COc1cc(NC(=S)N2CCN(S(C)(=O)=O)CC2)cc(OC)c1	i	0.8	i
